Compound activity from PubChem BioAssay.
PrPC surface inh: reduces human prion protein on the cell surface; P04156; cell surface PrPC, TR-FRET read-out; inhibition, % at 13.8 µM; actives 0.43% (n = 370,000); in the data active means inhibition above about 24%; further: 0% = median of the test wells and 100% = reference compound wells
SARS 3CLpro inh: SARS-CoV 3CLpro protease inhibition; actives 0.14% (n = 290,000); P0C6X7; inhibition, % at 6 µM; recombinant SARS-CoV 3CLpro, quenched FRET peptide cleavage; in the data active means inhibition above about 12%
SSB-PriA inh: blocks PriA binding to SSB C-terminal tail; inhibition, % at 33 µM; actives 0.6% (n = 430,000); AlphaScreen SSBct-PriA binding, biotinylated peptide; in the data active means inhibition mostly above about 37%, no sharp cut-off; inactive means mostly below about 20%;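 further: plate controls were negative control peptide for no effect and reference peptide for full effect; strong numbers were not always called active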
VHR inh abs: inhibitors of human VHR1 phosphatase (DUSP3); recombinant VHR phosphatase, pNPP absorbance; inhibition, % at 13.3 µM; actives 0.52% (n = 290,000); AID 1654; in the data active means inhibition above about 50%; further: some compounds called inactive have numbers as strong as hits
Target sequence (P51452 whole entry, looked up): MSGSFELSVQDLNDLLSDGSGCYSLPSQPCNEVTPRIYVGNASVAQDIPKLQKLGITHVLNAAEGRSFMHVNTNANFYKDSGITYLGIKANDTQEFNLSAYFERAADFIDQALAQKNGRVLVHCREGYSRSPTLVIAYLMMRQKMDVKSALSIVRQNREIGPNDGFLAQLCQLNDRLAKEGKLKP
Rv3671c protease: inhibitors of M. tuberculosis serine protease Rv3671c; P9WHR9; AID 2606; inhibition, % at 5.96 µM; actives 0.048% (n = 320,000); in the data active means inhibition above about 38%;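 further: extracellular domain of Rv3671c used as enzyme; 0% = enzyme with DMSO and 100% = no enzyme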
Target sequence (P9WHR9 whole entry, looked up, the tested form may be a part): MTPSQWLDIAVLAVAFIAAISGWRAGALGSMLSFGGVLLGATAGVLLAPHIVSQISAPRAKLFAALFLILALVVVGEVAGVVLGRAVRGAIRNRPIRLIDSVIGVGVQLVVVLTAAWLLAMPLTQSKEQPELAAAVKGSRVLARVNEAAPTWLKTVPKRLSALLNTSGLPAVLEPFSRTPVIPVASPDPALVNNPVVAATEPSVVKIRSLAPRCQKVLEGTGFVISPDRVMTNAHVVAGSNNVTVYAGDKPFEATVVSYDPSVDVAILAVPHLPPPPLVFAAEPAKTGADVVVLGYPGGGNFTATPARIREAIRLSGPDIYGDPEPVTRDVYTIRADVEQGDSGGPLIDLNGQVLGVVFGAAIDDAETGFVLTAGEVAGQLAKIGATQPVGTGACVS
CCHF vOTU inh: blocks the CCHF virus ovarian tumor domain protease | CCHFV vOTU protease, Pep-AMC fluorescence | inhibition, % at 11.5 µM | actives 0.55% (n = 370,000) | AID 651958; in the data active means inhibition above about 30%; further: 0% = vehicle wells with enzyme and 100% = no enzyme wells
BoNT F protease: inhibitors of Botulinum neurotoxin F light chain protease; Multiplex microsphere protease cleavage assay, flow cytometry; inhibition, % at 10 µM; actives 0.22% (n = 360,000); AID 588497; in the data active means inhibition above about 35%, passing the limit was not always enough; inconclusive means no clear call, values can overlap the other calls; further: plate controls were buffer without enzyme for full effect and enzyme alone for no effect
Anthrax LF prot: blocks Bacillus anthracis lethal factor protease; P15917; multiplex microsphere protease cleavage assay, LF; inhibition, % at 10 µM; actives 0.12% (n = 360,000); AID 588501; further: plate controls were buffer without enzyme for full effect and enzyme alone for no effect
BoNT A protease: inhibitors of Botulinum neurotoxin A light chain protease; multiplex microsphere protease substrate cleavage, flow cytometry; inhibition, % at 10 µM; actives 0.17% (n = 360,000); further: plate controls were buffer without enzyme for full effect and enzyme alone for no effect
MazF activator: MazEF (E. coli) toxin RNase activation; P0AE70; FAM/BHQ RNA-DNA oligo cleavage fluorescence, 5 h; activation, % at 20 µM; actives 0.32% (n = 350,000); in the data active means activation above about 50%
Target sequence (P0AE70 whole entry, looked up): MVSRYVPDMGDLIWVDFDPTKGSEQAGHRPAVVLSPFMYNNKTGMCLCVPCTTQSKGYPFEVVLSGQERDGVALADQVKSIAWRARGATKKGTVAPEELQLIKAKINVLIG
Starred values were filed as active, the others as inactive; ? = inconclusive; . = not tested or not shown; & = joins results of further samples. Unless noted, no stated cut-off is given here; in the data, active means inhibition above about 30%; inconclusive means no clear call, values can overlap the other calls; inactive means below that. Some of the compounds tested; rates above refer to the full screens.

Value order – PrPC surface inh, SARS 3CLpro inh, SSB-PriA inh, VHR inh abs, Rv3671c protease, CCHF vOTU inh, BoNT F protease, Anthrax LF prot, BoNT A protease, MazF activator
> Cc1ccc(COCC(CC(C)C)N2CCN(C(=O)c3cccc(C(F)(F)F)c3)CCC2=O)cc1 (centres undefined)
    -2, 3, -9, 1, 5, 20, -3, 0, 0.0, 4
> Cc1cc(NC(=O)CCc2ccccc2)c([N+](=O)[O-])cc1C
    -7, 2, 20, 5, 2, -2, 0, 1, 0.3, -2
> COc1ccccc1C(=O)N/C(=N/c1nc(C)cc(C)n1)Nc1ccccc1
    -8, 4, ., 37, 7, -9, ?, 6, 0.6, 19
> O=C(Nc1cc(Cl)ccc1-n1cncn1)c1ccc([N+](=O)[O-])s1
    ., 2, 21, -10, -3, ., 4, 4, 2.3, 5
> CCOC(=O)C(C)Sc1ncc(-c2ccccc2)cn1 (centres undefined)
    10, 2, -13, 2, -4, 6, -8, -2, 0.0, 1
> Cc1c(C)n(-c2ccccc2)c2ncnc(NCCCN(C)C)c12
    -9, 4, 6, ., 2, -10, 9, -15, -1.5, -5
> O=C(C1=NN[C@@H]2C(=O)N(c3cccc(F)c3)C(=O)[C@H]12)C(c1ccccc1)c1ccccc1
    -2, 1, -4, 10, -11, 9, -4, 0, 0.3, -5
> COc1cc(-c2nnc(SCC(=O)Nc3cc(C)on3)n2C)cc(OC)c1O
    0, -2, -2, 5, 12, -11, -8, -6, -0.4, 1
> Cc1cccc2cc(CN(C(=O)c3cccs3)c3ccccc3)c(=O)[nH]c12
    -1, 0, 7, -4, -1, -17, -20, 1, -1.4, -4
> COc1ccccc1CCN1CCCC(CN(C)C(=O)c2ccc3nc[nH]c3c2)C1 (centres undefined)
    9, -1, -4, 16, -6, 12, -10, -2, 0.8, -5
> CCCCN(CC)C(=O)C1CCC(=O)N(c2ccc(OC)cc2)C1c1ccc(OC)c(OC)c1 (centres undefined)
    ., 1, -14, ., -9, ., 2, 2, -0.4, -7
> O=C(NNC(=S)Nc1ccccc1C(F)(F)F)c1ccc(Br)o1
    2, 3, -9, 26, -2, 12, 3, -4, 0.5, -4
> CCCN(CCC)S(=O)(=O)c1ccc(C(=O)NCc2ccc3c(c2)OCO3)cc1
    2, 0, -6, 29, -3, 5, -7, -12, -0.7, 4
> Cc1nc2cc(C(F)(F)F)ccc2n1C1CCN(Cc2nnnn2Cc2cccs2)CC1
    -17, -7, -5, 18, -4, -1, -8, -2, 0.0, 1
> CC(C)CNS(=O)(=O)c1cc(C(=O)OCC(=O)c2ccc3c(c2)OCCO3)c(Cl)cc1Cl
    6, -1, -13, -13, -22, 4, -1, -2, -0.3, 0
> Cc1ccc(SCc2cn3cccnc3n2)cc1
    -1, -1, -22, 10, 8, 15, 1, -2, -0.1, -1
> O=C(CSc1nc(-c2ccccc2)cc(=O)[nH]1)Nc1ccccn1
    3, 0, -1, 2, -2, -3, -8, -4, -0.6, -8
> Cc1ccc(S(=O)(=O)N2CCN(C(=O)COC(=O)c3ncc(Cl)c(Cl)c3Cl)CC2)c(C)c1
    -4, ., -4, ., ., 26, 12, 0, -0.2, 3
> CC(=O)c1cccc(NC(=S)N2c3ccccc3CC2C)c1 (centres undefined)
    2, 0, 1, 11, -3, 10, -3, 1, -1.4, 9
> CCOc1ccc(NC(=O)CCCn2c(=S)[nH]c3ccsc3c2=O)cc1
    -1, 4, -3, -6, -4, -16, 2, -4, -0.5, 3
> O=C(Nc1ccccc1)N1CCc2scc[n+]2-c2ccccc21
    5, 8, 6, -5, 2, -3, 1, 0, 0.5, 7
> CNC(=O)Oc1cccc(-c2cn3cc(Cl)ccc3n2)c1
    5, 1, -8, 18, 0, -1, -6, -2, -1.3, 5
> C=CCN1C(=O)NC(=O)/C(=C/c2ccc(OC)c(COc3ccc(NC(C)=O)cc3)c2)C1=O
    3, 5, -13, 29, -12, -4, 3, -6, 0.0, -6
> O=S(=O)(c1cccc(NC(=S)N2CCN(c3ccc(F)cc3)CC2)c1)C(F)F
    3, 1, 11&-1, -2, 2, 7, -4, -1, -0.3, 1
> O=C(COc1ccc2ccccc2c1)Nc1ccccc1C(=O)O
    0, 8, -13, 10, -8, 3, -1, -2, -2.6, -6
> O=C(Cn1cnc2sc(-c3ccccc3)cc2c1=O)NCCc1ccccc1
    -2, 0, -8, 30, 2, -1, 45*, 0, 0.9, -28
> Cc1ccccc1C(=O)c1ccccc1C(=O)c1ccccc1
    -4, ., -14, ., ., 5, -1, -5, 0.1, 8
> CCn1c(=S)sc2c(=O)n(CC(=O)Nc3ccc(OC)cc3)c(C)nc21
    0, -4, -22, 58*, -6, 9, -6, 1, 0.7, 48
> CCOCCCNC(=O)C(Cc1ccccc1)NS(=O)(=O)c1ccc2c(c1)c(=O)n(C)c(=O)n2C (centres undefined)
    2, -4, -1, -12, 7, 6, -5, 1, -1.3, 7
> CCOc1ccccc1N1CCN(c2nc3ccccc3nc2C(C#N)C(=O)OC(C)C)CC1 (centres undefined)
    4, ., 25, ., 3, 9, 1, -4, -0.5, -1

Looked up above.
CCHF vOTU inh result of `C=CCN1C(=O)NC(=O)/C(=C/c2ccc(OC)c(COc3ccc(NC(C)=O)cc3)c2)C1=O` is entered as -4
CCHF vOTU inh result of `O=C(Nc1ccccc1)N1CCc2scc[n+]2-c2ccccc21` is entered as -3
SARS 3CLpro inh result of `Cc1nc2cc(C(F)(F)F)ccc2n1C1CCN(Cc2nnnn2Cc2cccs2)CC1` is entered as -7

Part of the list above, field by field.
Cc1ccc(COCC(CC(C)C)N2CCN(C(=O)c3cccc(C(F)(F)F)c3)CCC2=O)cc1 (centres undefined)
  PrPC surface inh: -2 | SARS 3CLpro inh: 3 | SSB-PriA inh: -9 | VHR inh abs: 1 | Rv3671c protease: 5 | CCHF vOTU inh: 20 | BoNT F protease: -3 | Anthrax LF prot: 0 | BoNT A protease: 0.0 | MazF activator: 4

Cc1cc(NC(=O)CCc2ccccc2)c([N+](=O)[O-])cc1C
  PrPC surface inh: -7 | SARS 3CLpro inh: 2 | SSB-PriA inh: 20 | VHR inh abs: 5 | Rv3671c protease: 2 | CCHF vOTU inh: -2 | BoNT F protease: 0 | Anthrax LF prot: 1 | BoNT A protease: 0.3 | MazF activator: -2

(further entries)
Value order – PrPC surface inh, SARS 3CLpro inh, SSB-PriA inh, VHR inh abs, Rv3671c protease, CCHF vOTU inh, BoNT F protease, Anthrax LF prot, BoNT A protease, MazF activator
> CCOC(=O)N1CCN(CC(=O)c2ccc3c(c2)CCN3C(C)=O)CC1
    -2, -3, -13, -10, -2, -5, 14, 5, 0.3, 9
> COc1cccc(CNC(=O)CCS(=O)(=O)c2cccs2)c1
    -5, 1, 2, 32, 1, 12, -7, -5, -0.8, -2
> COc1cc(C(=O)Nc2ccc(C)cc2)c(-n2cnnn2)cc1OC
    -10, -7, -15, 35, -2, 3, 5, 2, -0.3, 8
> COc1ccc(CCn2c(=N)c(S(=O)(=O)c3ccccc3)cc3c(=O)n4ccccc4nc32)cc1
    -9, -4, -20, 17, -4, 10, 6, 2, 3.2, 0
> CCOC(=O)c1ccc(NC(=O)CN2CCN(c3ccccc3)CC2)cc1
    -3, 2, 5, 1, -3, 7, 2, -4, -0.6, 6
> CC(=O)NCCc1nc2cc(NC(=O)COc3cccc(C)c3)ccc2n1C
    1, 2, -4, 6, -1, -7, 31, 13, -1.7, 3
> C=CCn1c(SCC(=O)Nc2cccnc2Cl)nnc1-c1ccccc1F
    8, 0, -15, -2, -17, 3, -9, 1, 0.0, 2
> COc1ccc2c(c1)c1c(n2C)[C@@H]2CC=C(CO)[C@@H](C1)N2C
    0, ., -4, ., 0, 2, 3, -4, -0.5, 3
> O=C(Cc1coc2ccc3ccccc3c12)NCc1ccccc1
    -1, 4, 8, 10, -1, -10, -3, -1, -2.1, -1
> Cc1cc(C)c(S(=O)(=O)NCc2ccccn2)cc1C
    -4, -5, -2, 13, -6, -5, ., ., ., -12
> O=C(CN1CCN(S(=O)(=O)c2ccc(Cl)cc2)CC1)Nc1ccc2c(c1)CCC2
    4, 6, -6, 4, -4, -6, 3, 2, 1.1, 6
> CCSc1ccccc1C(=O)Nc1ccc(S(=O)(=O)NC(C)=O)cc1
    0, 4, -4, 12, 6, -1, -1, -3, -0.3, -7
> NCCC1CCCC(CCN)N1 (centres undefined)
    -5, ., -18, ., -4, 0, -9, -6, -0.2, 3
> COc1ccc(NC(C)=O)cc1S(=O)(=O)NC(Cc1ccccc1)C(=O)O (centres undefined)
    2, -4, -2, 5, -5, -4, -2, -4, -0.5, 5
> Cc1cccc(NC(=S)NC(=O)Cc2ccccc2)c1C
    9, 6, -5, 2, ., 5, ?, -9, -0.5, -8
> O=C(CO/N=C/c1cccc([N+](=O)[O-])c1)Nc1ccc2ccccc2c1
    9, -4, ., 23, -6, 13, ?, 5, 2.0, -2
> O=C(COC(=O)c1cc(F)cc(F)c1)Nc1cccnc1Cl
    -5, -1, -10, 12, 8, -16, -3, -5, -0.1, 0
> Cc1ccc(/C(N)=N/OC(=O)N2c3ccccc3Sc3ccccc32)cc1
    -5, -9, ., ., 3, 19, -18, -4, -1.1, -2
> N#Cc1c(N)nc2c(c1-c1ccco1)CCCCC2
    0, -2, 14, ., -8, -3, -2, -3, -0.5, -29
> Cn1nc(C(F)(F)F)c(C#N)c1N1CCN(c2cccc(C(F)(F)F)c2)CC1
    -6, 2, -3, -3, -11, 5, 0, -4, 0.2, 5
> CCN1C[C@@H]2[C@@H]3C(=O)N(C)C(=O)[C@@H]3[C@](C)(C(=O)OC)N2C1=NC
    2, ., -10, ., ., -3, -6, -2, -0.1, 6
> CC(C)(C)NC(=O)c1cccc2c1C(=O)c1ccccc1-2
    -15, -3, 8, 16, 3, 10, ., ., ., 3

Exported with bars between the fields: entries from further up.
SMILES | PrPC surface inh | SARS 3CLpro inh | SSB-PriA inh | VHR inh abs | Rv3671c protease | CCHF vOTU inh | BoNT F protease | Anthrax LF prot | BoNT A protease | MazF activator
CCCN(CCC)S(=O)(=O)c1ccc(C(=O)NCc2ccc3c(c2)OCO3)cc1 | 2 | 0 | -6 | 29 | -3 | 5 | -7 | -12 | -0.7 | 4
Cc1nc2cc(C(F)(F)F)ccc2n1C1CCN(Cc2nnnn2Cc2cccs2)CC1 | -17 | -7 | -5 | 18 | -4 | -1 | -8 | -2 | 0.0 | 1
CC(C)CNS(=O)(=O)c1cc(C(=O)OCC(=O)c2ccc3c(c2)OCCO3)c(Cl)cc1Cl | 6 | -1 | -13 | -13 | -22 | 4 | -1 | -2 | -0.3 | 0
